MCL1 BIM primary – inhibitors of human MCL1 binding to BIM-BH3 peptide; inhibition, % at 10.9 µM; hit rate 0.68% among 320,000; AID 2057; GST-MCL1 / FITC-Bim-BH3 fluorescence polarization;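 active means inhibition above the mean inhibition of all tested compounds plus 3 SD, set per campaign, cut at about 40% in these data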;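 further: 0% = DMSO wells and 100% = unlabeled Bim-BH3 peptide control; higher means more loss of mP so more displacement of Bim peptide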
Target sequence (Q07820 whole entry, looked up): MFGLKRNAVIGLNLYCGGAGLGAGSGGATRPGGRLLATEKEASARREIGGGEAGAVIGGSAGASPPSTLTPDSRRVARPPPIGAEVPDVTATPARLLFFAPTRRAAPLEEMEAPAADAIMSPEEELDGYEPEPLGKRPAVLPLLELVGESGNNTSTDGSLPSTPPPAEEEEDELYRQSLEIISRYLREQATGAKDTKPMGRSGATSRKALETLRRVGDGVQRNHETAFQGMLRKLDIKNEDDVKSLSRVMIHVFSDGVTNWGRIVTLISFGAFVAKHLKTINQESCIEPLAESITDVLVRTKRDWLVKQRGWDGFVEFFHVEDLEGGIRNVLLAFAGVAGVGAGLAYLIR
Yeast superoxide – lowers age-related superoxide in aged yeast cells; S. cerevisiae aged cells, superoxide DHE fluorescence; active compounds read low; superoxide response (% of plate mean), % at 10 µM; hit rate 0.18% among 330,000; AID 2690;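 active means superoxide response under a set limit, about three screen SD below normal, cut at about 65% in these data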;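 further: yeast aged for seven days with compound at 30 °C before DHE staining; 100% = average MFI of all compound-treated wells on the plate with controls excluded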
Bcl-xL primary – Bcl-xL (human) inhibition. inhibition, % at 10.9 µM. Q07817. hit rate 0.7% among 320,000. GST-Bcl-xL / FITC-Bim BH3 peptide fluorescence polarization;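 active means inhibition above the mean of all tested compounds plus 3 SD, cutoff set per campaign, cut at about 30% in these data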;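 further: 0% = DMSO wells and 100% = unlabeled Bim-BH3 peptide competitor; inhibitors lower millipolarization by displacing the labeled peptide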
Target sequence (Q07817 whole entry, looked up): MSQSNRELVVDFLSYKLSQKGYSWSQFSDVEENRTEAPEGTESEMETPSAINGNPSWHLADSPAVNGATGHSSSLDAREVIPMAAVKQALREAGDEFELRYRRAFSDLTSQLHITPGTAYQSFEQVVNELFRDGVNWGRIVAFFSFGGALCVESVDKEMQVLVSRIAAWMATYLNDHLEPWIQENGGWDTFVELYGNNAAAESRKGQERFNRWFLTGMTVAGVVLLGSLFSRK
Fam108B counter – blocks mouse Fam108B hydrolase in RBBP9 counter-screen | inhibition, % at 9.51 µM | recombinant Fam108B, FP-Rh probe fluorescence polarization | hit rate 0.33% among 300,000;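 active means inhibition above the screen mean inhibition plus 3 SD, computed separately per campaign, cut at about 18% in these data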;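 further: inhibitors lower polarization as less probe binds the enzyme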
EBNA-1 inh – blocks EBNA-1 binding to DNA | EBNA-1 DNA binding, fluorescence polarization | inhibition, % at 14.8 µM | hit rate 0.34% among 300,000 | AID 1950; in the data active means inhibition above about 28%
GLD-1 TGE inh – GLD-1-TGE RNA interaction inhibition (C. elegans). inhibition, % at 5.96 µM. purified GLD-1 + fluorescein TGE RNA, fluorescence polarization. Q17339. hit rate 0.44% among 320,000;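 active means percent inhibition above a per-plate cutoff, the plate mean of test compounds plus 3 SD, cut at about 30% in these data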;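 further: 0% = DMSO wells with GLD-1 and probe and 100% = wells lacking GLD-1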
Target sequence (Q17339 whole entry, looked up): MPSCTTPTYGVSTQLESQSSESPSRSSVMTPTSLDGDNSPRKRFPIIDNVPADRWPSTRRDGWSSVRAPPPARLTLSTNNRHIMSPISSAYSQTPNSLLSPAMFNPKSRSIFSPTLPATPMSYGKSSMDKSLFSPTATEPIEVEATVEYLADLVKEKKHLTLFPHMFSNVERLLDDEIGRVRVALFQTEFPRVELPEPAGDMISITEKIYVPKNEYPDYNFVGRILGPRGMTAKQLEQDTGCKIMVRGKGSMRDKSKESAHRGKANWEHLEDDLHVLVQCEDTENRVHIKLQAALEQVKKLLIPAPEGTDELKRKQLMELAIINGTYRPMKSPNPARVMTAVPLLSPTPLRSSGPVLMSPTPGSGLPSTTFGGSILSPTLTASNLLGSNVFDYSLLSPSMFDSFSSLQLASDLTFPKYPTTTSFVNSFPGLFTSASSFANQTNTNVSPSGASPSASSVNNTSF
ZTA DNA inh – blocks Epstein-Barr virus ZTA, an EBNA-1 counter-screen; P03206; ZTA-DNA binding, fluorescence polarization; inhibition, % at 11 µM; hit rate 0.15% among 320,000; AID 2234; in the data active means inhibition above about 33%
MEX-5 binding – C. elegans MEX-5 TCR-2 RNA binding activity; Q9XUB2; activity score (negative = inhibition of binding), % at 10 µM; hit rate 0.38% among 300,000; MEX-5/FITC-TCR2 RNA binding, fluorescence polarization; active compounds read low;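 active means inhibition past about -25% in most replicates, and total fluorescence under double the plate's negative control median, limit read from the data; inconclusive means replicates evenly split on the limit, or fluorescence at least double controls; inactive means too little inhibition in most replicates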;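 further: 0% = DMSO and -100% = 5 µM competing unlabeled TCR2 RNA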
Efflux pump inh – antifungal efflux pump inhibition, Nile Red retention; AID 485275; inhibition, % at 10 µM; hit rate 0.44% among 330,000; S. cerevisiae Candida pump triplex;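 active means plate passing quality check with inhibition over a set limit, or well fluorescence over plate mean plus 4 SD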;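 further: Nile Red retained in pooled yeast measured as flow cytometry median fluorescence; 0% = buffer negative control and 100% = Enniatin B positive control; higher means more Nile Red kept so more efflux inhibition; some compounds called inactive have numbers as strong as hits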
* marks the source's active call; other numbers are inactive results; ? = inconclusive; nt = not tested or not shown. Random draw from the library, and some 2.3% of all compounds hit somewhere here.

SMILES	MCL1 BIM primary	Yeast superoxide	Bcl-xL primary	Fam108B counter	EBNA-1 inh	GLD-1 TGE inh	ZTA DNA inh	MEX-5 binding	Efflux pump inh
CCOC(=O)c1c(N)c2cc([N+](=O)[O-])ccc2n1C	-15	102	-7	-1	-17	8	9	-1.9	0.1
C=CCN(c1ccccc1)S(=O)(=O)c1cccc(C(=O)N2CCCC2)c1	1	97	-2	0	-3	0	7	2.0	-0.1
CNC(=O)C1CC(=O)N(CCCc2ccccc2)C(=Nc2ccccc2)S1 (stereo not given)	5	96	8	2	3	2	-7	1.7	-0.1
Cc1ccc(Cl)cc1-n1c(=O)cc(N2CCN(C(=O)c3ccco3)CC2)[nH]c1=O	-9	89	-5	1	-2	1	12	0.4	-0.1
Cc1ccc(Cl)cc1NC(=O)Cn1cc2c(n1)CCCC2	9	99	5	1	8	1	6	3.5	-0.1
Cc1ccc(N=Cc2c(O)n(C)c(=O)n(C)c2=O)nc1	6	74	4	1	7	-6	11	0.8	-0.1
CCOC(=O)c1ccc(N2CCCCC2)c(NS(=O)(=O)c2ccc(C)cc2)c1	-3	107	8	-5	-7	-1	3	-0.4	0.0
CC(C)Cn1c(N)c(C(=O)COC(=O)Cc2cccc(C(F)(F)F)c2)c(=O)n(C)c1=O	1	80	1	1	4	9	-13	-2.9	0.0
Cc1cccc(OCC(=O)NCc2ccc(F)cc2)c1	-4	101	-3	0	0	-9	-6	-1.4	0.0
Cc1sc2c(c1C)C(=O)NC(c1cccc(O)c1)N2 (stereo not given)	11	109	17	0	-11	13	-9	-3.2	-0.1
CC1CCCN(C(=O)c2ccccc2OC2CCN(S(C)(=O)=O)CC2)C1 (stereo not given)	8	101	8	5	9	2	9	-1.9	-0.1
O=C(CNC(=O)c1ccccc1Cl)Nc1ccncc1	10	93	2	nt	nt	2	12	nt	-0.2
Cn1cccc1-c1nc2ccc(NC(=O)c3ccccc3)cc2[nH]1	5	96	5	1	5	4	-2	2.7	0.0
CCOc1cc(/C=C2\C(=N)N3N=C(S(C)(=O)=O)SC3=NC2=O)ccc1OCCOc1cccc(OC)c1	-3	94	-4	-7	-4	-6	1	?	-0.2
CCN(c1cccc(C)c1)S(=O)(=O)c1cc2c3c(c1)CCN3C(=O)CC2	3	98	0	-2	0	3	-14	4.2	-0.1
CC(=O)Nc1ccc(S(=O)(=O)NCc2nnnn2-c2ccc(F)cc2)cc1	-5	105	-1	-2	4	-3	-1	3.1	0.2
C=C(C)CNC(=S)N/N=C/C1=CCC2CC1C2(C)C (stereo not given)	-3	105	-4	-3	0	10	-7	1.9	-0.1
CCc1ccc(-c2cc(C)no2)cc1S(=O)(=O)N1CCN(c2ccccc2OC)CC1	4	109	12	-2	-1	2	9	3.2	0.0
CCN(C(=O)COC(=O)c1cc(C)oc1C)c1c(N)n(Cc2ccccc2)c(=O)[nH]c1=O	3	122	3	nt	nt	1	3	nt	0.1
CC(=O)c1ccc(Oc2nc(-c3cccnc3)nc3ccccc23)cc1	-1	99	1	-1	6	2	14	-1.2	0.1
CC(=O)Cc1nsc(NC(=O)c2ccc(-c3cccc(Cl)c3)o2)n1	0	100	-1	-3	-5	1	1	nt	0.2
O=C(c1ccccc1-c1nc2ccccc2[nH]1)N1CCCCC1	-3	107	-3	1	3	0	-2	nt	0.1
C=CCC(NCc1ccco1)c1ccc(OC)c(OC)c1 (stereo not given)	-3	115	0	-2	-11	3	2	-0.9	0.2
Cc1ccc(-n2c(C)cc(/C=N/Nc3ccc([N+](=O)[O-])cn3)c2C)cc1	-55	110	-40	0	0	-8	18	-0.8	0.1
CC(=O)C1=C(O)C(=O)N(c2ccc(O)cc2)C1c1cccc(F)c1 (stereo not given)	-7	89	0	-1	-2	5	5	-0.1	0.3

Continued.
SMILES	MCL1 BIM primary	Yeast superoxide	Bcl-xL primary	Fam108B counter	EBNA-1 inh	GLD-1 TGE inh	ZTA DNA inh	MEX-5 binding	Efflux pump inh
COc1ccc2[nH]c3c(c2c1)CCNC3C1CC=C(C)CC1 (stereo not given)	0	97	3	-7	2	-2	13	-2.3	0.1
NC(=O)c1nc(-c2ccccc2)c(-c2ccccc2)[nH]c1=O	2	97	1	-1	-2	3	-13	-22	0.0
CCCCn1c(N)c(N(CCC(C)C)C(=O)CN2C(=O)C3CCCCC3C2=O)c(=O)[nH]c1=O (stereo not given)	-10	101	6	3	-3	5	-5	-5.0	-0.3
COc1ccc(C(CNC(=O)c2[nH]c(C)c(C(C)=O)c2C)N2CCOCC2)cc1 (stereo not given)	0	109	1	nt	nt	-2	2	nt	0.7
Cc1ccc(C(=O)Nc2nccc(-c3cccs3)n2)cc1	4	101	3	4	-5	3	-1	1.5	0.4
CC1CCN(C(C(=O)Nc2ccc(C(C)C)cc2)c2ccc3c(c2)OCO3)CC1 (stereo not given)	7	92	3	-2	-4	-5	0	0.4	0.2
COc1ccc(C[C@H]2CN3C(=NC[C@@H]3Cc3ccc(O)cc3)N2C[C@H](C)NC(=O)c2ccc(C)c(Br)c2)cc1	1	93	1	-3	2	-5	-7	2.9	0.1
Cc1[nH]ccc(=O)c1OCc1c(Cl)cccc1Cl	12	94	10	9	-8	1	3	-0.3	-0.1
O=C(NCc1ccc2c(c1)OCO2)c1nc(S(=O)(=O)Cc2ccccc2)ncc1Cl	6	89	7	3	-7	1	-9	1.2	0.0
Cc1ccnc(NC(=O)C2CCCN(S(=O)(=O)c3ccc4[nH]c(=O)ccc4c3)C2)c1 (stereo not given)	4	98	5	-2	7	-7	-3	-2.9	-0.1
COc1ccc2c(c1)C1C=CCC1C(c1cc3c(cc1Br)OCO3)N2 (stereo not given)	9	112	6	9	-12	1	-10	-0.1	0.2
COc1cc(C(=S)N2CCN(C)CC2)ccc1OCC(=O)NCc1ccccc1	6	102	2	2	6	-3	7	1.0	-0.1
Cn1c(=O)c2c(nc(N3CCCCCC3)n2CC(O)COc2ccccc2)n(C)c1=O (stereo not given)	-8	85	9	2	-6	3	-1	-0.6	-0.1
COCc1cc(C)nc(OCC(=O)N/N=C/c2cccc(OC)c2)c1C#N	5	92	0	2	4	-3	19	4.0	-0.1
CCN1C(=O)N/C(=C/c2ccc(Sc3ccc(C)cc3)o2)C1=O	8	129	4	0	-15	-4	2	0.3	0.0
Cc1ccnc(NC(=O)CSc2nnc3c(n2)[nH]c2ccccc23)c1	2	90	8	0	-1	7	-11	1.9	-0.1
COC(=O)c1cn(Cc2ccccn2)c(=O)c2ccccc12	-2	100	2	-2	-10	-1	-14	-0.2	-0.2
O=C(COc1ccccc1)NCCc1cn2ccsc2n1	3	100	2	1	7	3	5	1.8	-0.1
CS(=O)(=O)Nc1ccc(C2=NN(S(C)(=O)=O)C(c3ccccc3)C2)cc1 (stereo not given)	-7	98	-2	0	-8	2	-22	-1.2	0.7
CN1CCN(C(=O)c2ccc(C3SCC(=O)N3Cc3ccco3)cc2)CC1 (stereo not given)	7	98	6	2	6	7	8	-1.1	0.0
O=C(Nc1ccc2c(c1)OCO2)Nc1ccc2c(c1)OCO2	-4	98	-6	3	17	4	18	-0.1	-0.2
CC(NC(=O)C(=O)N1CCOCC1)C(c1cccs1)N1CCN(c2ccccc2)CC1 (stereo not given)	-2	88	-2	-1	-4	-5	0	0.9	0.0
COCCN(CC(=O)NC1CCCCC1)C(=O)CCCC(=O)Nc1ccccn1	1	113	-4	1	-3	-4	-13	0.2	0.1
CCOC(=O)N1CCN(Cc2cc(=O)oc3cc4c(cc23)CCC4)CC1	-2	101	1	0	-21	2	-4	-1.7	0.1
CC(=O)Nc1ccccc1-c1nc2ccccc2nc1OCC(=O)c1ccc(Cl)cc1	4	97	5	-3	-3	2	-4	-0.9	-0.5

(next part)
SMILES	MCL1 BIM primary	Yeast superoxide	Bcl-xL primary	Fam108B counter	EBNA-1 inh	GLD-1 TGE inh	ZTA DNA inh	MEX-5 binding	Efflux pump inh
COc1cccc(CNC(=O)c2cc(S(=O)(=O)N3CCCC3)cn2C)c1	7	86	4	-3	10	2	13	0.6	0.0
O=C(c1ccc(Br)cc1)N1CCN(Cc2ccccc2)CC1	1	106	4	-1	5	-2	-5	2.1	0.1
O=C(Cc1cccc(C(F)(F)F)c1)N1CCCC1	8	104	5	3	-1	8	-12	-0.2	-0.1
C=CCN1C=CC(=CC=C(C#N)C#N)C=C1	-161	102	-112	4	5	-187	5	?	0.0
CC(C)(C)c1ccc(C(=O)N/C(=C/c2cccs2)C(=O)NCc2ccco2)cc1	2	91	2	-2	-1	7	-4	3.1	0.2
CCOC(=O)c1c(C)c(C(=O)NCCN2CCOCC2)c(C)n1CC	1	88	4	2	6	8	-3	0.3	-0.2
Cc1cc(-c2ccccc2)nc(N/N=C/c2ccco2)n1	0	116	-4	2	-6	1	16	-2.2	-0.1
CC(C)C(NC(=O)OCc1ccccc1)C(=O)NC1CCCCC1 (stereo not given)	-3	98	1	-3	-2	-3	2	1.5	0.0
CCc1ccc(C2CC(c3ccc(C)cc3)Nc3nc(N)nn32)cc1 (stereo not given)	3	122	17	1	-3	2	2	3.1	0.3
Cc1ccc(-c2cc3nc(-c4ccccc4)cc(N)n3n2)cc1	7	97	6	3	2	-4	7	-1.8	0.0
N#CCCN(Cc1cccnc1)C(=O)c1sc2cc(F)ccc2c1Cl	12	73	5	3	-8	9	-23	-2.4	-0.1
COc1ccc(NC(=O)CN2CCN(S(=O)(=O)c3ccc(Cl)cc3)CC2)cc1	0	94	6	2	-3	6	1	3.8	0.5
O=C(CCc1nnc(C2CCCCC2)o1)NCc1ccc(F)c(F)c1	-1	84	-4	-5	-7	4	8	-0.7	0.1
COc1ccccc1CNC(=O)CNCC1CCCO1 (stereo not given)	1	99	7	-2	6	9	-3	0.3	-0.1
O=C(CSC1=NCCS1)Nc1ccc(S(=O)(=O)N2CCCCCC2)cc1	2	105	3	-1	11	3	13	-2.8	-0.1
CCOc1ccc(S(=O)(=O)N2CCCC(C(=O)NCc3ccco3)C2)cc1 (stereo not given)	-4	112	0	1	20	6	8	1.5	0.0
CCc1ccc(N2CCN(C(=O)c3ccc4c(c3)OCO4)CC2)cc1	8	102	7	0	8	2	5	-1.1	0.4
COc1ccc(CN(C(C)=O)c2ccccc2C(=O)O)cc1	4	102	4	-3	-4	1	4	-1.1	0.0
O=C(c1ccc(Br)s1)N1CCN(S(=O)(=O)c2ccccc2)CC1	4	107	5	0	3	0	-7	-2.4	0.1
CN(C(=O)c1ccc(NC(=O)Cc2cccc(NC(=O)C3CCCN(C(=O)CCc4ccccc4)C3)c2)cc1)C1CCCC1 (stereo not given)	3	90	-1	nt	nt	-4	-5	nt	-0.1
O=C(O)C1CCN(S(=O)(=O)c2cccs2)CC1	-5	127	1	3	-4	0	-5	0.1	0.1
CC(=O)Nc1ccc(OCC(=O)NC(C)C(C)C)cc1 (stereo not given)	-4	127	-1	3	1	-3	-6	0.3	-0.2
COc1ccc(OC)c(-c2cc(C(=O)N3CCN(c4ncccn4)CC3)c3ccccc3n2)c1	-1	100	4	2	-1	-3	-1	-8.1	0.0

Quoted at random: 3 records from the list, in no set order.
SMILES	MCL1 BIM primary	Yeast superoxide	Bcl-xL primary	Fam108B counter	EBNA-1 inh	GLD-1 TGE inh	ZTA DNA inh	MEX-5 binding	Efflux pump inh
O=C(Cc1cccc(C(F)(F)F)c1)N1CCCC1	8	104	5	3	-1	8	-12	-0.2	-0.1
COc1ccc(CN(C(C)=O)c2ccccc2C(=O)O)cc1	4	102	4	-3	-4	1	4	-1.1	0.0
CCc1ccc(N2CCN(C(=O)c3ccc4c(c3)OCO4)CC2)cc1	8	102	7	0	8	2	5	-1.1	0.4

High-throughput results (PubChem)
